TRHR agonist: agonists of human TRH receptor. P34981. TRHR cells, calcium flux fluo-8, FDSS agonist mode. activation, % at 2 µM. 360,000 compounds, 0.18% hits; in the data active = activation above about 30%; also: 0% is about no effect
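Read-out: compound-evoked intracellular calcium rise in TRHR cells, fluo-8 dye, kinetic FDSS fluorescence at 1 s/cycle following a 10-cycle baseline. Cells cultured overnight before dye loading (30 min–1.5 h, RT).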
TrxR1 inh: blocks rat thioredoxin reductase 1. Potency, µM (highest dose often 114 µM), for the others: top-dose activity change, negative = inhibition, most hits filed as inhibitors. recombinant rTrxR1, NADPH fluorescence consumption, selenite substrate. O89049. AID 588453. 390,000 compounds, 1% hits; also: potency is read from the fitted curve at half-maximal effect; % is scaled to controls: 0 for no effect and ±100 for the full control effect; nearly all actives have a fitted effect of over 65% in size
Target sequence (O89049 whole entry, looked up): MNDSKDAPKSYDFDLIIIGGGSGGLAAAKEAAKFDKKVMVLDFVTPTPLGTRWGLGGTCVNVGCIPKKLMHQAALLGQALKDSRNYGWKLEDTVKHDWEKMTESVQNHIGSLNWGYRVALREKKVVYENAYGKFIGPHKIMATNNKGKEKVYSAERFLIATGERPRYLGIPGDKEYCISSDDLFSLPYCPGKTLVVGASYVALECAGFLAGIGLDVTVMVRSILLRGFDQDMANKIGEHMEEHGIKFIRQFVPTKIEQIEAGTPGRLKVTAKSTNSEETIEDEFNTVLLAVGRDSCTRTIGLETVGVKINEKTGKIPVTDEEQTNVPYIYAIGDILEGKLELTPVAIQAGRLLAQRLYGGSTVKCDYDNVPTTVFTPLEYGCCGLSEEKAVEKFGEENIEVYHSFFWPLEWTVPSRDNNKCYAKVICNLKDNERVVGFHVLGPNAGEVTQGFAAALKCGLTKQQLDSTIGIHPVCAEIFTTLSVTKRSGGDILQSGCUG
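Rat TrxR1 (90 nM in the dispensed reagent) was pre-reduced with 400 uM NADPH for 5 min at room temperature, then incubated with compound for 15 min. After 400 uM selenite was added, NADPH fluorescence (Ex 340/Em 450 nm) was followed for 8 min.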
PI4K2A block: inhibitors of human PI4K2A | Q9BTU6 | AID 1346378 | purified PI4K2A, ADP-Glo luminescence, 1 h; hits give low values | activity change, negative = inhibition, % at 76.9 µM | 420,000 compounds, 0.13% hits; in the data active = activity change below about -50%; inconclusive = mostly about -30% to -49%;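 also: -100% = wells without enzyme as full effect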
Target sequence (Q9BTU6 whole entry, looked up): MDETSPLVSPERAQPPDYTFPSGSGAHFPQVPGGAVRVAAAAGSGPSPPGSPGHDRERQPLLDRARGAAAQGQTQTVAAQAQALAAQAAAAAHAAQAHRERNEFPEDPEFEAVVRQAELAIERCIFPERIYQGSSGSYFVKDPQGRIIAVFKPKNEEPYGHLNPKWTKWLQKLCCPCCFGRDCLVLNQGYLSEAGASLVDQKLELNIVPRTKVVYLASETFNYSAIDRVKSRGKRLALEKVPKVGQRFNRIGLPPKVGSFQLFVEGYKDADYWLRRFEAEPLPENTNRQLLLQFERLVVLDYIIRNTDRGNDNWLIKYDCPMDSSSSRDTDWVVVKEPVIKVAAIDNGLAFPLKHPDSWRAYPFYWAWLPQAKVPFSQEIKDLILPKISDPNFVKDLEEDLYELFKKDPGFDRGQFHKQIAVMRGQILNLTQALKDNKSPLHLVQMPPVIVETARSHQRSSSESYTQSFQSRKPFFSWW
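Compounds are screened against recombinant PI4K2A using PI as substrate and ATP, the latter dispensed at 300 microM. Reactions run one hour at ambient temperature before ADP-Glo detection; full inhibition defined by wells lacking enzyme.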
USP1 inh: blocks the human USP1/UAF1 deubiquitinase complex. AID 743255. Potency, µM (doses to about 57.1 µM), inactives show top-dose activity change, negative = inhibition, actives largely listed as inhibitors. recombinant USP1/UAF1, Ub-Rhodamine cleavage fluorescence. 390,000 compounds, 0.23% hits; also: potency is read from the fitted curve at half-maximal effect; % is scaled to controls: 0 for no effect and ±100 for the full control effect; nearly all actives have a fitted effect of over 60% in size; inactives centre near -12
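1 nM enzyme complex + cpd, 15 min RT; start with Ub-Rho 150nM final; kinetic fluorescence ex 480/em 540, 6 reads q60 s. Buffer 50mM HEPES pH 7.8, 0.5mM EDTA, 0.1 mg/ml BSA, 1mM TCEP, 0.01% Tween-20.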
TrxR1 substrate: rat thioredoxin reductase 1 substrate activity | O89049 | purified TrxR1 substrate turnover, NADPH consumption readout | Potency, µM (series often up to 114 µM), inactives show top-dose activity change, negative = substrate turnover | 390,000 compounds, 0.01% hits | AID 588456; also: potency is read from the fitted curve at half-maximal effect; % is scaled to controls: 0 for no effect and ±100 for the full control effect; nearly all actives have a fitted effect of over 50% in size
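Rat TrxR1, dispensed at 90 nM, was prereduced with 400 uM NADPH (final) for 5 min at ~22 deg C, then incubated with compound 15 min before 400 uM selenite. A first-read NADPH fluorescence drop versus no-compound background flagged substrates.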
TRHR PAM: allosterically enhances the human TRH receptor | P34981 | TRHR cells, fluo-8 calcium fluorescence, EC20 TRH enhancement | enhancement, % at 2 µM | 360,000 compounds, 0.66% hits | AID 493056; in the data active = enhancement above about 30%; also: 0% is about no effect
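TRHR-expressing cells loaded with fluo-8 calcium dye were read kinetically (ex 480/em 530) during compound addition, then stimulated with an EC20 of TRH (10 nM final). Enhancement of the Gq-mediated intracellular calcium response was scored.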
D2 ag: activates the human D2 dopamine receptor; HEK293 T-REx D2 cells, calcium flux agonist mode; activation, % at 2 µM; 340,000 compounds, 0.53% hits; AID 485358; P14416;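 active = activation over 3 SD above normal in the single-dose calcium agonist read, cut at about 30% in these data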; also: 0% is about no effect
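Calcium-flux readout, 1 cycle/sec over 180 s following compound pin transfer, in inducible HEK293 Trex D2 cells (force-coupled); dopamine controls included. Positive calcium responses during this window marked compounds as potential agonists.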
D2 antagonist: antagonizes the human D2 dopamine receptor | HEK293 TREx D2 cells, calcium flux, dopamine EC80 | inhibition, % at 10 µM | 340,000 compounds, 2% hits | AID 485344; in the data active = inhibition above about 30%; also: 0% is about no effect
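Read-out: kinetic calcium fluorescence (1 cycle/s) in inducible HEK293 T-REx D2 cells after an EC80 dopamine addition that followed 180 s compound preincubation. Loss of the dopamine response indicates antagonism.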
IDH1 R132H inh: inhibitors of human mutant IDH1 R132H; AID 602179; O75874; Potency, µM (series often up to 76.6 µM), inactives show top-dose activity change, negative = inhibition, most hits filed as inhibitors; 390,000 compounds, 0.093% hits; IDH1-R132H enzyme, NADPH consumption, diaphorase/resazurin fluorescence; also: potency is read from the fitted curve at half-maximal effect; % is scaled to controls: 0 for no effect and ±100 for the full control effect; nearly all actives have a fitted effect of over 65% in size
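IDH1-R132H (0.5 ug/mL dispensed) in pH 7.5 Tris buffer was preincubated 30 min with compound, then given a substrate mix of 0.016 mM NADPH and 2 mM alpha-KG for 80 min at room temperature; remaining NADPH was read by diaphorase/resazurin fluorescence.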
* hit, by the source's call; ? = inconclusive; . = no result given; & = joins results of further samples; [ ] = another dose, or the depositor's remark. Unless noted, calls follow the shape of the dose curve; as a rule, active = well fitted inhibition curve with a large enough effect; inconclusive = small, poorly fitted or top-dose-only effect; inactive = no such curve, though single readings can be large or run the other way.

Below each SMILES: TRHR agonist, TrxR1 inh, PI4K2A block, USP1 inh, TrxR1 substrate, TRHR PAM, D2 ag, D2 antagonist, IDH1 R132H inh
- COc1ccc(C(=O)CSc2ccc(-c3ccc(C)cc3)nn2)cc1
  0.5, -5%, -3, -20%, -5%, 6, -0.3, -7, 8%
- CCc1ccc(C(C)NC(=O)C2(C)CC2(Br)Br)cc1 (configuration not stated)
  -1.7, 0%, 5, -18%, -6%, -2, 0.4, 8, 0%
- Brc1cnc(OCc2ccccc2)nc1OCc1ccccc1
  ., 7%[57.1 µM], -4, ?, -8%[57.1 µM], ., ., ., 1%
- C=CCNc1nc(Nc2ccccc2F)nc(OCC)n1
  -0.6, 5%[57.1 µM], -1, -13%, 0%[57.1 µM], -2, -0.3, 9, 3%
- C=CCn1c(O)c(C(CC)=Nc2ccccc2NC(=O)CC)c(=O)[nH]c1=O
  0.1, 4%[57.1 µM], -7, -5%, 1%[57.1 µM], 3, 0.1, -9, 1%
- O=S(=O)(NCC1COc2ccccc2O1)c1ccc2ccccc2c1 (configuration not stated)
  0.3, 0%, -4, -5%, -3%, 4, -0.4, -7, 13%
- Cc1cccc(-c2noc(-c3ccc(NCc4ccco4)c([N+](=O)[O-])c3)n2)c1
  2.2, 19%, -3, 10%, -5%, -2, 0.6, ., -4%
- Cc1cc(C(=O)N2CCN(S(=O)(=O)c3ccc(F)c(Cl)c3)CC2)c(C)o1
  -1.1, 0%, -22, -8%, 0%, 9, ., ., 4%
- O=C(c1ccc(Cl)cc1)c1cnc(-c2ccc(Cl)cc2)s1
  ., 32%, 0, -9%, 4%, ., ., ., 2%
- C=C(C)CSc1nc(-c2ccccc2)cc(-c2ccc(OC)cc2)c1C#N
  2.7, 16%, -1, -14%, 10%, -1, 4.9, ., -3%
- Cn1c(O)c(N=NC(=O)CNC(=O)c2ccccc2)c2cc(Br)ccc21
  -1.0, 36%[57.1 µM], -3, -15%, -14%, -3, -2.3, -13, 11%
- CCOc1ccc(C(=O)Nc2nnc(SCC(=O)NCC3CCCO3)s2)cc1 (configuration not stated)
  -0.4, 0%, -5, -7%, -11%, -3, -1.1, -2, -16%
- O=C(O)CCNC1CCCCC1
  0.4, 10%[57.1 µM], 0, ?, 2%, 3, -0.5, -9, -6%
- COc1cc2oc(-c3ccc(O)cc3)cc(=O)c2c(OC)c1O
  -1.2, 5%[2.29 µM], -1, -24%, 1%[2.29 µM], 9, -1.8, 25, -9%
- CN(C)CCCO[C@@H]1[C@H]2OC(C)(C)O[C@H]2O[C@@H]1[C@H](O)CO
  0.9, 5%[57.1 µM], 0&4, -22%, 2%[57.1 µM], 11, -0.5, 20, 14%
- Cc1noc(/C=C/N(C)C)c1S(=O)(=O)N1CCC(C(=O)NC(C)(C)C)CC1
  0.0, -8%, 4, -18%, -14%, -7, -0.6, 31*, 2%
- CCSc1ncc(Cl)c(C(=O)Nc2sc3c(c2C(=O)NC)CCCC3)n1
  0.2, 20%&10%, 7, -6%, -1%&4%, 1, 0.2, ., 59%[activator]
- CCOc1ccccc1NC(=O)C(=O)CC(=O)c1cccc(OC)c1
  -0.4, -25%, -3, -17%, -7%, -6, -0.6, -2, 0%
- CCC1S/C(=N/S(=O)(=O)c2ccc(N)cc2)NC1=O (configuration not stated)
  ., -7%, 0, -10%, 9%[57.1 µM], ., ., ., -1%
- COc1ccc(C2C(C(N)=O)=C(C)Nc3nc(-c4ccccc4Cl)nn32)c(OC)c1 (configuration not stated)
  -0.5, 17%[57.1 µM], 1, -9%, 8%[57.1 µM], 1, -0.1, 3, 0%

(continued)
Below each SMILES: TRHR agonist, TrxR1 inh, PI4K2A block, USP1 inh, TrxR1 substrate, TRHR PAM, D2 ag, D2 antagonist, IDH1 R132H inh
- O=C1NCCC/C1=N\Nc1ccc(Br)cc1
  -0.4, -3%[57.1 µM], -2, -14%, 3%[57.1 µM], -6, 0.4, 18, 11%
- Cc1ccc(NC(=O)Nc2cccc(C)n2)c(C)c1
  -0.1, 25%[57.1 µM], -12, -13%, 7%[57.1 µM], 0, 0.3, -9, -8%
- CN1OC[C@@H]2CN(S(=O)(=O)c3ccccc3)[C@H](c3cccc(Br)c3)C[C@@H]21
  ., 1%, -2, -14%, 2%, ., ., ., -4%[38.3 µM]
- C#CCOCCOCCOCCNc1nc(N2CCN(C(=O)CCCCCCCCCCNC(=O)Cn3cc(C[C@@H](C)O)nn3)CC2)nc(N2CCN(C(=O)CCCCCCCCCCNC(=O)[C@@H](CCSC)n3cc(CCO)nn3)CC2)n1
  1.8, 9%[57.1 µM], -3, -27%, -8%[57.1 µM], -1, 1.4, -5, 8%
- Cc1cc(NC(=O)C(C)SCC(=O)N(C)CC(=O)Nc2ccccc2C(F)(F)F)no1 (configuration not stated)
  0.1, -4%, 7, -7%, 1%, 0, -0.2, 7, -3%
- Cc1cc2cc(NC(=O)c3ccco3)ccc2[nH]1
  -0.3, -3%, -1, -1%, -12%, 1, -0.2, -10, 6%
- CN(C)/C=N/S(=O)(=O)c1cccn1-c1ncc(C(F)(F)F)cc1Cl
  0.1, -7%, 1, -24%, -8%, 0, 1.7, 6, 0%
- COCCCNC(=O)C(=O)N/N=C/c1ccc(OCC(=O)Nc2cccc(Cl)c2C)c(OC)c1
  -0.1, 15%, -2, -6%, 14%, 4, 0.4, -20, 0%
- CC(C)c1cc(NC(=O)CCl)on1
  0.1, 50µM*, 2, -2%, 0%, 0, 4.6, 24, 5%
- CC(=O)Nc1ccc(NC(=O)C2CCCN2/C=C/C(=O)C(F)(F)F)cc1 (configuration not stated)
  0.7, -2%[57.1 µM], 1, 1%, -3%[57.1 µM], -4, 0.7, 23, -2%
- C=CCc1c(C)nc(SCc2ccccc2)[nH]c1=O
  -0.9, 6%[57.1 µM], 1, -9%, 5%[2.29 µM], -2, -0.8, 17, 6%
- CC1(C)Cc2cccc(C(=O)Nc3ccc(Cl)cc3)c2O1
  -0.3, 8%, -2, -23%, -3%, 7, -0.4, -3, 1%
- CCc1ccc(CNC(=O)CN2C(=O)CSc3c2c(C)nn3-c2ccccc2)cc1
  0.5, 9%[57.1 µM], -8, -9%, -2%[57.1 µM], -3, 1.1, ., 5%
- Cc1nc(-c2ccccc2)cc(N2CCCC2)n1
  -0.2, 11%, 3, -9%, 3%, 0, -0.4, 1, 3%
- CC1(C(=O)OCC(=O)Nc2nc(-c3ccc(F)c(F)c3)cs2)CC1(Cl)Cl (configuration not stated)
  2.9, -11%, 8, -23%, -11%, -9, 0.6, -7, 7%
- Cc1cc(C)n(CC(=O)O)c(=O)c1[N+](=O)[O-]
  0.5, -15%[57.1 µM], -5, -1%, -7%, 2, 0.3, -2, -3%
- COc1ccc(-c2nc3sc(CCNS(=O)(=O)c4c(C)cc(C)cc4C)c(C)n3n2)cc1
  0.6, -2%[57.1 µM], 0, -12%, -4%[57.1 µM], 2, ., ., -2%
- CCOC(=O)N1CCN(C(=O)CSc2nc(-c3cccc(C)c3)ns2)CC1
  -0.9, 10%, 0, -21%, -5%, 11, -1.4, -6, 5%
- C[C@H](CO)N1C[C@H](C)[C@@H](CN(C)C(=O)Nc2ccccc2)Oc2ccc(NS(=O)(=O)c3cn(C)cn3)cc2C1=O
  ., 3%[57.1 µM], 0, -3%, 5%[57.1 µM], ., ., ., -10%
- CCOC(=O)C1CNc2cc(S(=O)(=O)CC)ccc2O1 (configuration not stated)
  0.1, 38%[57.1 µM], 0, -14%, -3%[57.1 µM], 2, -0.5, -6, 6%

Grouped by structure, the compounds so far containing bromine.
Below each SMILES: TRHR agonist, TrxR1 inh, PI4K2A block, USP1 inh, TrxR1 substrate, TRHR PAM, D2 ag, D2 antagonist, IDH1 R132H inh
- CCc1ccc(C(C)NC(=O)C2(C)CC2(Br)Br)cc1 (configuration not stated)
  -1.7, 0%, 5, -18%, -6%, -2, 0.4, 8, 0%
- Brc1cnc(OCc2ccccc2)nc1OCc1ccccc1
  ., 7%[57.1 µM], -4, ?, -8%[57.1 µM], ., ., ., 1%
- Cn1c(O)c(N=NC(=O)CNC(=O)c2ccccc2)c2cc(Br)ccc21
  -1.0, 36%[57.1 µM], -3, -15%, -14%, -3, -2.3, -13, 11%
- O=C1NCCC/C1=N\Nc1ccc(Br)cc1
  -0.4, -3%[57.1 µM], -2, -14%, 3%[57.1 µM], -6, 0.4, 18, 11%
- CN1OC[C@@H]2CN(S(=O)(=O)c3ccccc3)[C@H](c3cccc(Br)c3)C[C@@H]21
  ., 1%, -2, -14%, 2%, ., ., ., -4%[38.3 µM]

(further entries)
Below each SMILES: TRHR agonist, TrxR1 inh, PI4K2A block, USP1 inh, TrxR1 substrate, TRHR PAM, D2 ag, D2 antagonist, IDH1 R132H inh
- CN1CCN(C(=O)c2ccc(Cl)cc2)CC1
  -0.6, 14%[57.1 µM], 0, -18%, -7%, 33*, 0.9, -8, 10%
- O=C(CSc1ccc2nnc(-c3ccc(Cl)cc3)n2n1)N1CCCc2ccccc21
  0.9, 13%, 4, 2%, 12%, 10, -0.2, 4, 2%
- CCOc1ccccc1N1CCN(Cc2cnc(-c3ccccc3)[nH]2)CC1
  -0.4, 13%, 5, -21%, 2%, 8, 0.3, 78*, 0%
- Cc1ccc2oc(-c3cccc(NC(=O)Cc4cccs4)c3)nc2c1
  0.8, 20%, 3, 0%, 4%, -2, 0.4, 1, 10%
- C=CCn1c(-c2cccc([N+](=O)[O-])c2)n[nH]c1=S
  0.4, -15%[57.1 µM], 4, -3%, -4%[57.1 µM], 2, 0.3, -3, 3%
- O=C(CCn1ccc2cc(S(=O)(=O)N3CCCC3)ccc21)NCc1ccccc1Cl
  0.4, 8%, 1, ?, -3%, -4, 0.5, ., -11%
- CCOC(=O)Nc1ccc(C)cc1NC(=O)OCC
  -0.2, -9%, -1, -14%, -6%, -2, -0.6, 2, 1%
- O=C(CCCSc1nc2ccccc2[nH]1)NC1=NCCS1
  0.4, -2%, 1, -12%, -8%, -3, -0.7, 6, 1%

Assay outcomes (PubChem)
